# AID inh: blocks human AID cytidine deaminase activity; Q9GZX7; AID deamination FRET fluorescence, UDG-coupled, 4 h; Potency, µM (titrated, usually from 115 µM), for the others: at the top dose activity change, negative = inhibition, hits mostly inhibitors; 91,000 tested, 0.32% active; AID 1347428; note: nearly all actives have a fitted effect of over 25% in size
# Target sequence (Q9GZX7 whole entry, looked up): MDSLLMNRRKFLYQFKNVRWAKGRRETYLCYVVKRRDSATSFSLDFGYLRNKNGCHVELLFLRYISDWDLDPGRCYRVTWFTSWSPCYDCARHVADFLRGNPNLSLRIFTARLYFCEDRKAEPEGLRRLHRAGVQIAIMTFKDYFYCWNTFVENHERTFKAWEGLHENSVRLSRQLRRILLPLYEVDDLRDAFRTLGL
# UDG counter: blocks uracil-DNA glycosylase in AID counter-screen; FRET deamination/UDG coupled assay, UDG read, 4 h; 91,000 tested, 0.14% active; Potency, µM (highest dose often 115 µM), without a hit: top-dose activity change, negative = inhibition, actives largely listed as inhibitors; note: nearly all actives have a fitted effect of over 65% in size
# * marks the source's active call; other numbers are inactive results; ? = inconclusive; [ ] = another dose, or the depositor's remark. Calls come from the whole dose curve; as a rule, active = well fitted curve in the direction sought with a large enough effect; inconclusive = small, poorly fitted or top-dose-only effect, or another doubt; inactive = no such curve, though single readings can be large; an effect the other way counts as inactive or inconclusive. % is set by controls: 0 for no effect and ±100 for the full control effect; potency is the fitted concentration of half-maximal effect. Some of the compounds tested. The share of hits here may be higher or lower than overall.
# Below each SMILES: AID inh, UDG counter
- CN(CC(=O)NC(=O)NCc1ccccc1)Cc1ccccc1
    -5%, 0%
- COc1ccc(OC)c(CNC(=O)c2cc(S(=O)(=O)N3CCC(C)CC3)cn2C)c1
    ?, -13%
- N#CCOc1nc(N2CCOCC2)nc(N2CCOCC2)n1
    4%, 6%
- O=S(=O)(c1ccccc1)c1nc(-c2cccs2)oc1SCc1ccc(F)cc1
    -16%, ?
- CSc1ncc(C(=O)NCc2ccc(Cl)cc2)c(C(F)(F)F)n1
    -3%, -3%[57.5 µM]
- COCCOc1ccc(C(=O)/C=C/c2cc(OC)c(OC)c(OC)c2)cc1
    -8%, -3%
- CCOC(=O)c1ccc(NC(=O)c2c(NCc3cccc(OC)c3)sc3c2CCC3)cc1
    209%[activator], 12%
- Cn1nc(C(=O)N2CCCCC2)c2c1-c1ccsc1CC2
    -7%, -3%
- Cc1ccc(C(=O)OCC(=O)OC2CC(C)CCC2C(C)C)s1 (stereo not drawn)
    4%, -2%
- c1ccc(C2=Nc3ccccc3N=C(c3ccccc3)c3ccccc32)cc1
    -12%, 1%
- CC(C)CC(NC(=O)c1ccc(-c2ccccc2)cc1)C(=O)O (stereo not drawn)
    3%, 1%
- CN(C)c1cc(CNC(=O)c2nccnc2N)ccn1
    1%, -6%
- O=C(O)c1ccc(C#Cc2ccccc2)cc1
    -16%, 2%
- Cc1oc(-c2ccccc2F)nc1CS(=O)CC(=O)NC(C)C (stereo not drawn)
    -2%, 2%
- CCc1ccc2oc(C(=O)Nc3cccc(Cl)c3)cc(=O)c2c1
    1%, -2%
- Cc1oc2cc(OCC(=O)O)ccc2c(=O)c1Oc1ccccc1Br
    2%, 3%
- CN(C)c1cccc(C(=O)Nc2ccc(-c3nc4ccccc4o3)cc2)c1
    -6%, -12%
- Cc1ccc(C(=O)OCC(=O)N2CCc3ccccc32)cc1S(=O)(=O)N1CCCCC1
    -8%, 5%
- Cc1cc(C)c(S(=O)(=O)n2cnc(C)c2)c(C)c1
    13%, 0%
- Cc1cccc(NC(=O)CS(=O)(=O)c2nc(-c3ccccc3)cn2-c2cccc(Cl)c2)c1C
    -8%, -25%

# Further structures follow.
# Below each SMILES: AID inh, UDG counter
- C=C(C)Cn1c(SCC(=O)c2ccc(OC)cc2)nc2sc3c(c2c1=O)CCCC3
    -1%, -1%
- Cc1nn(C)c(C)c1C(C)C(=O)Nc1cc(F)c(N(C)C)c(F)c1 (stereo not drawn)
    -8%, -4%
- CCN(CC)c1ccc(NS(=O)(=O)c2ccc3c(c2)CCCN3C(C)=O)c(C)c1
    -1%, 10%
- Cc1c(C(=O)OC2CCCC2)[nH]c2c1C(=O)CC(c1ccc(Cl)cc1)C2 (stereo not drawn)
    -10%, -3%
- COc1ccc(C(=O)/C=C/c2ccccc2F)c(OC(=O)c2ccc(C)cc2)c1
    5%, 3%
- C#CC(CC)(CC)NC(=O)CSc1nc2cc(Cl)ccc2s1
    -15%, -12%
- CCOc1ccc(CNC(=O)CCC(=O)N2CC3CCCN3c3ccccc32)cc1 (stereo not drawn)
    -4%, -10%
- CCCCCCCCCCOc1ccc(C(=O)O)cc1
    ?, -6%
- Fc1ccc(CNCCCSc2nnnn2-c2ccccc2)cc1
    -2%, -8%
- CC(C)NS(=O)(=O)c1cccc(C(=O)N2CCCC2c2ccc3c(c2)OCCO3)c1 (stereo not drawn)
    0%, -4%
- Cc1cc(O)c2c(C)c(CC(=O)NC3CCCCCC3)c(=O)oc2c1
    -1%, 3%
- CCN(CC)C(=O)Cn1c(=O)n(-c2ccc(Cl)c(Cl)c2)c(=O)c2c(C)c(C(=O)N(CC)CC)sc21
    -9%, 4%
- CCC1CCC(c2nnc(-c3ccc(Br)cc3)o2)CC1 (stereo not drawn)
    -11%, 3%
- Cc1ccc(C(C)NS(=O)(=O)c2cccs2)cc1 (stereo not drawn)
    2%, 2%
- CCc1ccc(OC(C)C(=O)N2CCC(c3nc4ccccc4s3)CC2)cc1 (stereo not drawn)
    ?, ?
- O=c1c2sc3ccccc3c2n(Cc2ccccc2F)c(=O)n1Cc1ccccc1
    7%, -14%
- Fc1ccc(Cc2cn3cc(-c4ccccc4)nc3s2)cc1
    5%, -1%
- COc1cc(C#N)ccc1OC(=O)c1oc2ccccc2c1C
    -3%, -5%
- CCc1ccc(CNC(=O)C2CCN(C(=O)c3ccc(-n4c(C)cc5ccccc54)s3)CC2)cc1
    ?, ?
- COc1cccc(C2CC(=O)Nc3c2c(=O)n(C)c2nc4ccccc4n32)c1 (stereo not drawn)
    -11%, 0%

# The last six entries of the section above lead into the next:
# Below each SMILES: AID inh, UDG counter
- CCc1ccc(OC(C)C(=O)N2CCC(c3nc4ccccc4s3)CC2)cc1 (stereo not drawn)
    ?, ?
- O=c1c2sc3ccccc3c2n(Cc2ccccc2F)c(=O)n1Cc1ccccc1
    7%, -14%
- Fc1ccc(Cc2cn3cc(-c4ccccc4)nc3s2)cc1
    5%, -1%
- COc1cc(C#N)ccc1OC(=O)c1oc2ccccc2c1C
    -3%, -5%
- CCc1ccc(CNC(=O)C2CCN(C(=O)c3ccc(-n4c(C)cc5ccccc54)s3)CC2)cc1
    ?, ?
- COc1cccc(C2CC(=O)Nc3c2c(=O)n(C)c2nc4ccccc4n32)c1 (stereo not drawn)
    -11%, 0%
- Cc1cccc(-n2nnnc2C2(N3CCCC3)CCCC2)c1
    -4%, 0%
- CC(C1CC1)N(C)Cc1nnc(-c2ccc(Br)o2)o1 (stereo not drawn)
    2%, 9%
- O=C(c1ccc2c(c1)N(Cc1cccc(Cl)c1)C(=O)c1ccccc1S2=O)N1CCN(c2cccc(C(F)(F)F)c2)CC1 (stereo not drawn)
    -12%, 0%[57.5 µM]
- C[N+](C)(C)CCCCOC(=O)C12CC3CC(CC(C3)C1)C2
    3%, 8%
- CC1CCN(c2ccc(C(=O)O)cc2NS(=O)(=O)c2ccc(Br)s2)CC1
    4%, 11%
- O=c1c2c(-c3ccccc3)n3ncnc3nc2ccn1CCc1cccs1
    -5%, 7%
- CCN(Cc1nc2cc(OC)c(OC)cc2c(=O)[nH]1)C(=O)c1cccc(F)c1
    -5%, -5%
- Cc1sc2c(c1C)c(=O)n(-c1ccc(Cl)cc1)c(=O)n2Cc1cc(=O)n2ccccc2n1
    -6%, -2%
- COc1cc(OC)cc(C(=O)N2CCN(C(=O)COc3ccccc3)CC2)c1
    -4%, 9%
- O=C(/C=C/c1ccc(Br)cc1)c1ccc(Cl)cc1
    -6%, -1%
- CCOC(=O)c1c(C)[nH]c(C)c1S(=O)(=O)N1CCC(C(=O)N2CCN(c3cccc(Cl)c3)CC2)CC1
    15%, 16%
- COc1cccc(NC(=O)CC(=O)Nc2ccc3nc4n(c(=O)c3c2)CCCCC4)c1
    -8%, 2%
- COC(=O)c1ccccc1-n1cc2c(c1-c1cccc(C)c1)c(=O)n(C)c(=O)n2C
    ?, 1%
- COc1ccc(N2CCN(C(=O)c3cccc(NC(=O)c4nsc5ccccc45)c3)CC2)cc1
    -17%, -5%
- CCCNC(=O)CCc1nc(-c2ccccc2)c(-c2ccccc2)o1
    -14%, 1%
- CCOc1ccc(CCNC(=O)C2CCN(Cc3nc(-c4ccccc4C)oc3C)CC2)cc1OCC
    18%, ?
- c1ccc(CSc2ccc(Sc3ccc(SCc4ccccc4)cc3)cc2)cc1
    -3%, 4%
- CN(C)C(=O)CNC(=O)c1cc2occc2n1Cc1ccccc1
    -18%, -7%
- Cc1ccc(S(=O)(=O)NCCc2nnc3ccc(SCC(=O)Nc4ccc(OC(F)(F)F)cc4)nn23)cc1
    -1%, 32%[activator]
- COc1ccc(NC(=O)N2CCC(CN3CCCC3)CC2)c(OC)c1
    -7%, -7%

# Random excerpt: two compounds from above
# Below each SMILES: AID inh, UDG counter
- CC1CCN(c2ccc(C(=O)O)cc2NS(=O)(=O)c2ccc(Br)s2)CC1
    4%, 11%
- O=c1c2c(-c3ccccc3)n3ncnc3nc2ccn1CCc1cccs1
    -5%, 7%

# Additional records:
# Below each SMILES: AID inh, UDG counter
- CN(C)c1ccc(C(CNS(=O)(=O)c2ccc(F)cc2)N2CCCC2)cc1 (stereo not drawn)
    -15%, 6%
- CC(C)Oc1ccc(C(=O)Nc2ccc3c(c2)CCCN3C(=O)c2cccs2)cc1
    -8%, -5%
- CCOC(=O)c1sc(N2C(=O)c3oc4cc(C)c(C)cc4c(=O)c3C2c2ccc(C)cc2)nc1C (stereo not drawn)
    -14%, 8%
- CCOc1ccc(NC(=O)Cn2c(=O)n(Cc3ccccc3)c(=O)c3c4c(sc32)CN(C(C)=O)CC4)cc1
    ?, -19%
- Cc1cc(CNC(=O)c2nccnc2N)ccc1F
    2%, 10%
- O=C(NC1CCCCC1)C1CC1c1ccccc1 (stereo not drawn)
    -1%, -5%
- Cc1cccc(N2CCN(C(=O)CCS(=O)(=O)c3ccc4c(c3)CC(=O)N4C)CC2C)c1 (stereo not drawn)
    -30%, 79µM*
- CC(C)NC(=O)NC(=O)C(C)Nc1ccc(F)cc1 (stereo not drawn)
    8%, -2%
- O=C(CSc1nc2ccccc2c(=O)[nH]1)Nc1ccc(Br)cc1
    5%, 2%
- CC(C)c1ccc(NC(=O)Cn2c(=O)oc3cc(S(=O)(=O)N4CCCC4)ccc32)cc1
    ?, -6%
- Cc1cc(NC(=O)CN(C)S(=O)(=O)c2ccc3c(c2)CCCC(=O)N3)ccc1Br
    13%, 6%
- COCCn1c(C)cc(C(=O)CSc2nnc(Nc3ccccc3F)s2)c1C
    2%, -2%
- COC(=O)c1ccc(C2c3c(-c4ccccc4O)n[nH]c3C(=O)N2Cc2cccnc2)cc1 (stereo not drawn)
    -24%, -14%
- CCc1ccc(C(=O)OCC(=O)NC(=O)NC(C)C)cc1
    5%, 7%
- CCCCCn1c(COc2ccc(C(C)(C)C)cc2)n[nH]c1=S
    -7%, -3%
- COC(=O)c1ccccc1NC(=O)CN(c1ccccc1OC)S(C)(=O)=O
    18%, -4%
- Cc1ccc(CN(C)C(=O)Cn2c(Cl)nc3c2c(=O)n(C)c(=O)n3C)cc1
    6%, -5%
- CCOc1ccc(-n2nc3ccc(NC(=O)c4cccc(F)c4)cc3n2)cc1
    38%[activator], 16%
- Cc1nc(Nc2ccc(Cl)cc2)cc(-c2ccccc2)n1
    ?, -4%
- COC(=O)c1ccc(COc2ccccc2)o1
    2%, 4%

# Additional entries.
# Below each SMILES: AID inh, UDG counter
- O=C1/C(=C/c2ccc(Br)cc2)C(c2ccccc2)Oc2ccccc21 (stereo not drawn)
    -13%, -6%
- Cc1oc(-c2ccccc2)nc1C(=O)OCC(=O)N1CCC(C)CC1
    4%, 9%
- COc1cc(NC(=O)c2cc3nc(-c4ccc(C)cc4)cc(C(F)(F)F)n3n2)cc(OC)c1OC
    28%, -4%
- Cc1c(F)cc(C(N)=O)cc1NS(=O)(=O)c1cccc(Cl)c1C
    58%, -3%
- O=C(OC/C=C/c1ccccc1)C1=NN(C2CCS(=O)(=O)C2)C(=O)CC1 (stereo not drawn)
    -2%, -7%
- CCOc1ccccc1NC(=O)NCCn1c(=O)oc2ccc(C)cc21
    -6%, 2%
- COc1ccc(CN2CCCC(C(=O)N3CCc4ccccc4C3)C2)cc1OC (stereo not drawn)
    -8%, 45%[activator]
- CC(=O)NC(=S)Nc1ccc(NC(=O)c2cccc(Cl)c2)cc1
    4%, 1%
- CCCSc1nc2c(c(=O)[nH]1)C(c1ccc(C)o1)C1=C(CCCC1=O)N2 (stereo not drawn)
    -19%, -9%
- COc1cccc(CNC(=O)CCn2cnc3ccccc3c2=O)c1
    4%[57.5 µM], -6%[57.5 µM]
- CCOC(=O)c1nnn(C(CC)C(=O)Nc2c(C)cccc2C)c1C(=O)OCC (stereo not drawn)
    0%, 0%
- CC1(C)Cc2ccccc2C(CSc2nc3c(c(C(F)(F)F)n2)CC(C(C)(C)C)CC3)=N1 (stereo not drawn)
    -6%, -4%
- O=c1cc(N2CCN(c3ccc(F)cc3)CC2)[nH]c(=O)n1-c1cccc(Br)c1
    -13%, 10%[57.5 µM]
- CCCCn1c(SCC(=O)Nc2ccc(OCC)cc2)nc2ccsc2c1=O
    1%, -3%[57.5 µM]
- COC(=O)CN1CCCC1Cc1ccc(OC)cc1 (stereo not drawn)
    3%, 1%
- CCc1ccc(OCC(=O)Nc2ccc3oc(-c4ccc(OC)cc4)nc3c2)cc1
    14%, 8%
- CCc1nc2ccc(C(=O)N3CCN(c4cc(Cl)ccc4C)CC3)cc2nc1CC
    ?, 0%
- CC(C(=O)N(C)Cc1ccccc1)N(c1ccc(Oc2ccccc2)cc1)S(C)(=O)=O (stereo not drawn)
    -20%, 0%
- CCCCCCCCCCCCS(=O)(=O)CCS(=O)(=O)OCC(F)(F)C(F)F
    -6%, -8%
- CCc1c(C)sc(NC(=O)c2cc(-c3cccc(C)c3)nc3ccccc23)c1C#N
    40%[activator], 4%

# Next part:
# Below each SMILES: AID inh, UDG counter
- COc1ccc(NC(=O)Cc2cc(Cl)c3c(c2)OCCCO3)cc1S(=O)(=O)N(C)C
    -3%, -1%
- COc1ccc(OC)c(C2CC(=O)Nc3c(-c4ccccc4)nsc32)c1 (stereo not drawn)
    4%, 2%
- c1ccc(N2CCN(c3nc(N4CCCC4)c4nccnc4n3)CC2)cc1
    -14%, -9%
- Nc1ccnn1C1CCCCC1
    -11%, -5%
- Cc1ccc2oc(-c3cccc(NC(=O)c4cccc5c(Cl)cccc45)c3)nc2c1
    2%, -6%
- Cc1sc2nc(CN3CCOCC3)nc(Sc3nnnn3C3CCCC3)c2c1C
    -12%, -4%
- COc1cccc(NC(=O)Cn2c(=O)n(-c3cccc(OC)c3)c(=O)c3sc4ccccc4c32)c1
    8%, -7%
- COc1ccccc1OCC(=O)N(Cc1ccc(N(C)C)cc1)CC1CCCO1 (stereo not drawn)
    -7%, 0%
- O=C(CCCCC(=O)NNC(=S)NC1CC1)NNC(=S)NC1CC1
    -3%, 1%

# High-throughput results (PubChem)
